# PV pol inh = poliovirus RNA polymerase inhibition | AID 588519 | actives 0.66% (n = 150,000) | poliovirus polymerase elongation, fluorescence polarization; active compounds read low | % elongation, % (compound at 16.7 µg/mL) | P03300; in the data active = % elongation below about 90%; note: some results filed as inactive read as strong as hits
# Target sequence (P03300 1749-2209 limits assumed): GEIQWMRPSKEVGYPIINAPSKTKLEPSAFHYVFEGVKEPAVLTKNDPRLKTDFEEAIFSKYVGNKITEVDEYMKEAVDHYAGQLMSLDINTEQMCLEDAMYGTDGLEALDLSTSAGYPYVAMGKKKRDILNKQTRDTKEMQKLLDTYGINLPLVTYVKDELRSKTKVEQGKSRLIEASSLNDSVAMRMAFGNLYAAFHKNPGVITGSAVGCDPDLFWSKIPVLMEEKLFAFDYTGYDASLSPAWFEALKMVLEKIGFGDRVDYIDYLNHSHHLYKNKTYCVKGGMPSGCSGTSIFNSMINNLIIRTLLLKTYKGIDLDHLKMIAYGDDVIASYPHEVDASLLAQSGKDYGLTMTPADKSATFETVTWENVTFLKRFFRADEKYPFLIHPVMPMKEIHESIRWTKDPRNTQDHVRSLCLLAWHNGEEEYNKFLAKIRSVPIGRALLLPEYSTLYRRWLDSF
# PV pol inh FP z-score = further read-out of PV pol inh, marked with its call; z-score; measured here: FP z-score; hits read low
# * marks the source's active call; other numbers are inactive results; & = joins results of further samples. A portion of the library (hit frequency here may not be typical).
SMILES,PV pol inh,PV pol inh FP z-score
CCOc1ccc(C(=O)Nc2cccc(C(=O)OCc3cc(=O)n4nc(C5CC5)sc4n3)c2)cc1,102.0,-0.9
CN(C)S(=O)(=O)c1ccc(C(=O)N2CCN(Cc3ccc4c(c3)OCO4)CC2)cc1,100.0,-0.6
CCOC(=O)/C=c1\[nH]c(=O)/c(=C\c2ccc3c(c2)OCO3)s1,126.0,2.8
CC1=NN(c2ccc(Cl)cc2)C(=O)C1CCOC(=O)c1nn(-c2ccccc2)nc1C (stereo not given),101.0,0
N#Cc1ccc(-c2ccc(OCC3CNC(=O)O3)cc2)cc1 (stereo not given),101.0,-0.4
COc1ccc(CCNC(=O)c2oc(=O)c3ccccc3c2-c2ccccc2)cc1OC,99.0,-0.6
CCOc1ccccc1NC(=O)c1cc2c(=O)[nH]c3ccccc3c2s1,110.0,0.8
CC(=O)c1ccc(NC(=O)C2CCCN(S(=O)(=O)c3ccc(Br)s3)C2)cc1 (stereo not given),113.0,1.1
COC(=O)CNC(=O)c1n[nH]c(=O)c2ccccc12,102.0,-0.1
Cc1ccc(-n2c(=O)c3c4c(sc3n(Cc3ccccc3F)c2=O)CCC4)cc1C,103.0,-0.5
CCCn1c2ccccc2c2cnn(CC(=O)NCCCN3CCCCC3)c(=O)c21,110.0,0.8
Cc1ccc2ncc(C(=O)NCc3ccccc3Cl)c(=O)n2c1,101.0,-1.1
COc1ccc(C(=O)c2oc3ccccc3c2NC(=O)c2cc(=O)c3ccc(C)cc3o2)cc1Cl,106.0,-0.4
CCOc1ccc(NC(=O)c2ccc3c(c2)N(Cc2ccc(C)cc2)CCS3)cc1,103.0,0.5
CC(Sc1nnc(CNc2cccc(Cl)c2)n1CCc1ccccc1)C(=O)O (stereo not given),102.0,-0.1
Cc1ccccc1-c1nc(CS(=O)(=O)CC(=O)Nc2cccc(C(F)(F)F)c2)c(C)o1,97.0,-1.1
CCCOc1ccc2cc(S(=O)(=O)N3CCCC3)ccc2c1,105.0,0.7
Cc1oc(-c2ccccc2F)nc1CSCC(=O)N1CCN(c2ccccc2)CC1,107.0,0.3
COc1ccc(NC(=O)CN2CCC(C)CC2)cc1,101.0,0.1
Cc1cc(C(=O)CSc2nnc(N)s2)c(C)n1CCc1ccc(Cl)cc1,103.0,-0.2
CCCn1c(NCCCN(CC)CC)nc2ccccc21,100.0,0
Cc1nc2ccc(Br)cn2c1NC(C)(C)C,100.0,-0.1
Cc1c(C(=O)NCCN(C)C)oc2ccc(S(=O)(=O)N3CCCC3)cc12,102.0,0.4
Cc1cc(=O)n2nc(N3CCC(C(=O)Nc4c(C)cccc4C)CC3)sc2n1,110.0,0.2
COc1cc(Cl)cc(/C=N/n2c(-c3ccc(C)cc3)n[nH]c2=S)c1O,97.0,-0.7
CCOc1cc(C#N)ccc1OCC(=O)N1c2ccccc2NC(=O)CC1C (stereo not given),101.0,-0.1
CC12CCC(C(=O)N(CC#N)CC#N)(OC1=O)C2(C)C (stereo not given),101.0,0
Cc1cccc(C)c1OC(=O)Cc1ccccc1,104.0,0.5
Nc1ccccc1SCC(=O)N1CCc2ccccc21,101.0,-0.3
COc1ccc(C(=O)NCCC(C)C)cc1,98.0,-0.4
Cc1cc(NC(=O)Nc2scc(S(=O)(=O)c3ccc(Cl)cc3)c2C)on1,105.0,1
Cc1ccccc1-c1nc(CS(=O)(=O)CC(=O)NCc2cccc(Cl)c2)c(C)o1,100.0,-0.8
COc1ccc(CCNC(=O)c2ccc3c(c2)N(Cc2ccccc2F)C(=O)c2ccccc2S3=O)cc1OC (stereo not given),106.0,0.1
Nc1cccc(-c2nc3cc(Cl)ccc3o2)c1,100.0,-0.7
C=CCNC(=O)c1ccncc1,102.0,-0.1
C1=C(c2ccccc2)CCN(Cc2nnc(-c3ccco3)o2)C1,111.0,1.4
CCc1cccc(NC(=O)c2cnc(N3CCOCC3)c3ccccc23)c1,100.0,-1.7
CC(C)(C)NC(=O)CSc1ccc(Cl)cc1,99.0,-0.2
O=C(CCSCc1ccccc1F)NCc1cccnc1,99.0,-0.4
Cc1[nH]nc2c1C(c1cccc3ccccc13)CC(=O)N2 (stereo not given),102.0,0.4
CCOC(OCC)n1c(=S)n(C(OCC)OCC)c2ccccc21,83.0*,-1.3*
CN(C)C(=O)c1ccccc1NS(=O)(=O)c1ccc(F)cc1,104.0,0.4
CNC(=O)/C(=C\c1ccc(OC)cc1)NC(=O)c1ccccc1,100.0,-0.4
O=c1[nH]cc(COCc2ccccc2)c(=O)[nH]1,104.0,0.2
COCc1nc2ccccc2n1Cc1ccc(C(C)(C)C)cc1,104.0,0.3
FC(F)(F)c1cccc(N2CCNC2=S)c1,92.0,-2.1
CCCC(C)C(=O)NCc1ccncc1 (stereo not given),104.0,-0.1
Clc1c2ccccc2c(/C=N/n2cnnc2)c2ccccc12,100.0,-0.9
CCOc1ccc(C(c2c(O)cc(C)n(CCOC)c2=O)N2CCC(C)CC2)cc1 (stereo not given),105.0,-0.7
Cc1ccc(NC(=O)C2CCCN(S(=O)(=O)c3cccc4cccnc34)C2)c(Br)c1 (stereo not given),101.0,-0.5
CCOc1cc(-c2nc(-c3ccc(C)nc3OC)no2)cc(OCC)c1OCC,105.0,0.1
CC1CCC(C(=O)NC(C(=O)OCC(=O)c2ccc(Br)cc2)C(C)C)CC1 (stereo not given),113.0,0.4
C[C@]12C=CC(=O)C=C1CCC1C2C(=O)C[C@@]2(C)C1CC[C@]2(O)C(=O)CO (stereo not given in full),100.0,-0.1
CCCCN1C=C(C(=O)OC)C(c2cc(C)ccc2C)C(C(=O)OC)=C1,103.0,0.7
CCOc1ccc(C(c2c(O)cc(C)n(Cc3ccco3)c2=O)N2CCN(C)CC2)cc1 (stereo not given),104.0,-1
N#CCCn1cc(CNCCCn2cnc3ccccc32)c(-c2ccccc2)n1,99.0,-0.5
COc1ccc(OC(=O)c2cnc3n(c2=O)CCS3)cc1,104.0,0.1
N#C/C(=C\c1ccccc1)C(N)=O,98.0,-1.4
Fc1ccccc1-c1nc(-c2cccnc2)no1,101.0,-0.3
COc1cc(OC)c(OC)cc1CNC(=O)CCc1c(C)noc1C,104.0,0.3

# Other results
SMILES,PV pol inh,PV pol inh FP z-score
CCOC(=O)c1ccc(N2C(=O)c3n[nH]c(-c4cccs4)c3C2c2ccc(C(C)(C)C)cc2)cc1 (stereo not given),103.0,-1.2
COc1ccc(C)cc1NCC(=O)Nc1ncc(Cl)c(C)c1Cl,102.0,0
CC1CCN(Cc2ccc(NC(=O)NCc3noc4ccccc34)cc2)CC1,102.0,0
Cc1cc(Nc2ccc(C(=O)O)cc2)nc(N)n1,102.0,0.1
Cc1[nH]n(-c2ccccc2)c(=O)c1Sc1nc2ccccc2[nH]1,112.0,1.3
CCCn1c(=NC(=O)C2CC2)sc2cc3c(cc21)OCO3,100.0,-1
CCc1ccc2oc(-c3ccc(NC(=O)c4cccc(Cl)c4Cl)cc3)nc2c1,107.0,0.5
CCN1C(=O)/C(=C\c2ccco2)C(C(=O)OC)=C1C,98.0,-0.4
CC1(C)C2CCC1(CS(=O)(=O)Nc1cccc(C(F)(F)F)c1)C(=O)C2 (stereo not given),100.0,-0.6
Cc1ccc(S(=O)(=O)Cn2nnnc2C(C(C)C)N2CCSCC2)cc1 (stereo not given),104.0,1.3
CCCSC(=S)NC1CCS(=O)(=O)C1 (stereo not given),102.0,0
O=C(COC(=O)c1n[nH]c2ccccc12)Nc1ccccc1,103.0,0.6
COc1ccc2nc(N(Cc3cccnc3)C(=O)COc3ccccc3)sc2c1,102.0,-1.1
Cc1c(C)c2ccc(OCC(=O)O)c(C)c2oc1=O,106.0,0.7
O=C(COc1ccc(F)cc1)Nc1ccc2nc(SCC(=O)N3CCCC3)sc2c1,103.0,-1
C/C(=C\c1ccccc1)C(=O)Nc1cc(C)on1,104.0,0.9
O=C(c1ccccc1)N1N=C2CCCCC2C1(O)C(F)(F)F (stereo not given),100.0,-0.3
O=C(Nc1cc(F)ccc1F)C1CCCN(c2ncnc3onc(-c4ccc(F)cc4)c23)C1 (stereo not given),106.0,0.7
O/N=C(\Cc1nc2ccccc2s1)c1ccccc1,105.0,0.6
CC1CCCCN1C(=O)CSc1nnc(-c2ccc(Cl)cc2)o1 (stereo not given),103.0,0.4

# Seven entries from above in a different format:
Structure	PV pol inh	PV pol inh FP z-score
Cc1[nH]n(-c2ccccc2)c(=O)c1Sc1nc2ccccc2[nH]1	112.0	1.3
CCCn1c(=NC(=O)C2CC2)sc2cc3c(cc21)OCO3	100.0	-1
CCc1ccc2oc(-c3ccc(NC(=O)c4cccc(Cl)c4Cl)cc3)nc2c1	107.0	0.5
CCN1C(=O)/C(=C\c2ccco2)C(C(=O)OC)=C1C	98.0	-0.4
CC1(C)C2CCC1(CS(=O)(=O)Nc1cccc(C(F)(F)F)c1)C(=O)C2 (stereo not given)	100.0	-0.6
Cc1ccc(S(=O)(=O)Cn2nnnc2C(C(C)C)N2CCSCC2)cc1 (stereo not given)	104.0	1.3
CCCSC(=S)NC1CCS(=O)(=O)C1 (stereo not given)	102.0	0

# One compound at a time, from the list above. Order of values: PV pol inh | PV pol inh FP z-score
# Record of O=C(CCSCc1ccccc1F)NCc1cccnc1 : 99.0 | -0.4
# Record of C/C(=C\c1ccccc1)C(=O)Nc1cc(C)on1 : 104.0 | 0.9

# Following part
SMILES,PV pol inh,PV pol inh FP z-score
O=C1S/C(=C\c2ccc3c(c2)OCO3)C(=O)N1Cc1ccccc1F,104.0,0.5
Cc1ccc(Cl)cc1-n1ncc2c(NC3CCCCC3)ncnc21,111.0,0.7
COC(=O)c1c(NC(=O)CN2CCN(C(=O)c3ccco3)CC2)sc2c1CCC2,98.0,-1.8
COc1ccc(C)cc1NC(=O)c1nnn(CC(=O)Nc2c(C)cccc2C)c1N,105.0,0.1
CC(=O)O[C@@H]1[C@@H](O)CN[C@@H]1Cc1ccccc1,100.0&100.0,-0.2&-0.1
CCOC(=O)/C=C1\SCC(=O)N1CCN(C)Cc1ccc(SC)cc1,100.0,-0.3
COc1ccc2cc(/C=N/NC(N)=O)c(Cl)nc2c1,107.0,0.1
CC(Cc1ccccc1)C(N)=O (stereo not given),99.0,-0.4
CCOC(=O)N1CCN(C(=O)CN(Cc2cccc(C)c2)S(=O)(=O)c2ccc(Cl)cc2)CC1,100.0,-0.4
CCOc1ccccc1NC(=O)c1ccc(F)c(S(=O)(=O)N2CCN(c3ccc(F)cc3)CC2)c1,113.0,1.1
CCCNC(=O)c1ccc(-c2nc(CS(=O)(=O)c3ccc(C)cc3)c(C)o2)cc1,104.0,-0.6
CCOC(=O)c1nnn(CC(=O)NCc2ccc(F)cc2)c1C(=O)OCC,101.0,-0.1
Cc1csc(NC(=O)CSc2nnc(-c3ccoc3C)o2)n1,103.0,0.5
Cc1[nH]c(=O)[nH]c(=O)c1NC(=O)CC12CC3CC(CC(C3)C1)C2,101.0,0.1
O=C(O)CN(CC(=O)O)c1ccccc1,100.0,0.2
COc1ccc(S(=O)(=O)N(CC(=O)Nc2cccc(C(F)(F)F)c2)c2ccc(C)cc2)cc1,105.0,0.2
O=C(c1ccc(F)cc1)N1CCN(CCc2ccncc2)CC1,104.0,-0.2
C1CCC2(C1)OCC1(CO2)COC2(CCCC2)OC1,100.0,-0.5
COc1ccc(-c2noc(CN3CCN(c4ccccc4OC)CC3)n2)cc1OC,104.0,0.1
CCC(c1nnnn1C1CCCC1)N1CCN(Cc2ccccc2)CC1 (stereo not given),102.0,0.2
O=C(CSc1nc2c(c(=O)[nH]1)CN(Cc1ccc3c(c1)OCO3)CC2)Nc1cccc(Cl)c1,106.0,-0.2
Cc1ccc(NC(=O)C2CCCN(S(=O)(=O)c3cccs3)C2)c(C)c1 (stereo not given),106.0,0.3
CCCN1CCC(NN2CCOCC2)CC1,101.0,0.4
Cc1csc(/C(=N\O)c2csc(C)n2)n1,105.0,0.5
O=c1oc2cc(O)ccc2cc1-c1nc(-c2ccc(Cl)c(Cl)c2)cs1,97.0,-2.1
Cc1cccc(NC(=O)CC2C(=O)NCCN2C(=S)Nc2ccccc2)c1 (stereo not given),100.0,-0.5
CC(CN1CC2CC(C1)c1cccc(=O)n1C2)SC(=N)N (stereo not given),107.0,0.4
O=C(NCC1COc2ccccc2O1)c1cc2c(s1)-c1ccccc1OC2 (stereo not given),100.0,-1
Brc1ccc(/C=C2\CCC(C3=CCCC3)=C2N2CCOCC2)cc1,106.0,0.3
O=C(/C=C/c1ccccc1)Nc1ccc2c(c1)OCCO2,104.0,0.6
CC1CCCC(NC(=O)CN2C(=O)/C(=C\c3ccccc3Cl)Oc3ccccc32)C1C (stereo not given),101.0,-0.4
COc1ccccc1NC1=NCCS1,98.0,-0.9
CC(=O)Nc1nonc1-c1nnc(SCC(=O)Nc2cc(Cl)ccc2C)n1C,113.0,1.4
COc1ccccc1C(=O)OCC(=O)NCc1ccccc1,101.0,0
Cc1ccc(N2CCN(C(=O)c3cccn4c(=O)c5ccc(Cl)cc5nc34)CC2C)cc1 (stereo not given),112.0,1.5
O=C(O)c1cccc(NC(=O)c2cccc(S(=O)(=O)Nc3cccc(F)c3)c2)c1,101.0,-0.3
O=C1OC(N2CCc3ccccc3C2)c2ccccc21 (stereo not given),103.0,0.6
COc1cc(/C=N/n2nnnc2N)ccc1OCc1ccc(Cl)cc1Cl,99.0,-1.5
CC(NC(=O)CN(c1ccc(Cl)cc1Cl)S(=O)(=O)c1ccccc1)c1ccccc1 (stereo not given),102.0,-0.3
CCc1ccc(NC(=O)c2cc(-c3cccs3)on2)cc1,104.0,0.2
Cc1cc(Cl)nc(C(C)C)n1,96.0,-0.9
CCc1ccc(NC(=O)c2[nH]nc3c2CSc2ccccc2-3)cc1,105.0,0.6
Cc1nc2sccn2c1C(=O)C(F)(F)F,105.0,0.3
CC(Oc1ccccc1)c1nc2ccccc2[nH]1 (stereo not given),101.0,-0.1
COc1ccc(C(C)C)cc1S(=O)(=O)N1CCCCC1C (stereo not given),98.0,-1.1

# Bioassay records as filed in PubChem.
